# Ba/F3 V617F tox: reduced viability of JAK2V617F-dependent Ba/F3 cells, primary screen, JAK2V617F inhibitor project, cell-based, Ba/F3 EpoR-JAK2V617F, luminescence. ATP luminescence. inhibition, % at 5.6 µM. AID 1446, 2008. 1.1% of 220,000 active;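 active = inhibition above the campaign mean plus 3 SD over all tested compounds, cut at about 24% in these data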;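 note: cytokine-independent growth of Ba/F3 cells driven by EpoR plus mutant JAK2; 0% = DMSO-treated cells and 100% = JAK inhibitor I control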
# TNF necrop inh: inhibitors of TNF-alpha triggered necroptosis, primary screen, cell-based, Jurkat FADD-/-, single concentration | Jurkat FADD-/- TNF necroptosis rescue, ATP luminescence, 24 h; 0 = TNF only, 100 = no-TNF cells | activation (protection from cell death), % at 10 µM | 0.068% of 220,000 active;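 active = activation, meaning protection from cell death, of at least 50% relative to plate controls; inactive = activation below 50%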;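 note: necroptosis triggered by 40 ng/mL TNF-alpha added together with compound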
# Wee1 stabilizer: Wee1 degradation inhibitors, primary screen, cell-based, HeLa, Wee1K328M-luciferase, luminescence; Wee1-like protein kinase (Homo sapiens), P30291; HeLa Luc-Wee1K328M stability; 100% = proteasome inhibitor MG132 effect; reporter increase, % at 5 µM; 1.2% of 220,000 active;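 active = activation above the mean of all tested compounds plus 3 SD, set per screening run, cut at about 8.8% in these data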;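 note: cells exposed to compound for 20 h before luminescence read; 0% = DMSO alone and 100% = MG132 at 30 µM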
# Target sequence (P30291 whole entry K328M): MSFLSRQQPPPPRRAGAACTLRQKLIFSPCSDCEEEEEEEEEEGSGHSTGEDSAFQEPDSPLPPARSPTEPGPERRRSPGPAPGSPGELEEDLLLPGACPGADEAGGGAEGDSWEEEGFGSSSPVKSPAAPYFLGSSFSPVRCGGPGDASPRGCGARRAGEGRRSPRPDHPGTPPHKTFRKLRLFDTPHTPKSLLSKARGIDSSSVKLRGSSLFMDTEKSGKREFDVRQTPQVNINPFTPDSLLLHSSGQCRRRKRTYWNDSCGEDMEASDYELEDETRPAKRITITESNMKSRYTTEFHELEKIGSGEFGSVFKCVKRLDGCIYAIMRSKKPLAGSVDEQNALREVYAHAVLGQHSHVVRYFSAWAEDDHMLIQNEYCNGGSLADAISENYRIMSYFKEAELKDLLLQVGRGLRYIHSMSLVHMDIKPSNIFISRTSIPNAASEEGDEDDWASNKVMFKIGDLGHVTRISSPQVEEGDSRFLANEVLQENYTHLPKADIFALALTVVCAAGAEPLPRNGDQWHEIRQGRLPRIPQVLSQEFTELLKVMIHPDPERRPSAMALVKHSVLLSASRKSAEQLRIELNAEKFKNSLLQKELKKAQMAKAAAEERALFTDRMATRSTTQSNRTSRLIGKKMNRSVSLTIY
# CHOP inhibitor: inhibitors of CHOP promoter induction, primary screen, cell-based, unfolded protein response, luciferase reporter. CHO-K1 CHOP-promoter luciferase, tunicamycin-induced, 15-18 h. 3.8% of 220,000 active. inhibition, % at 10 µM;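 active = compounds that reduced the stress-induced luciferase reporter signal by more than about 70% of percent inhibition, limit read from the data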;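 note: 0% = tunicamycin plus vehicle and 100% = wells without tunicamycin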
# RBBP9 inh: human RBBP9 inhibitors, primary screen, biochemical, fluorescence polarization, FP-Rh probe, HTS; inhibition, % at 7.94 µM; Serine hydrolase RBBP9 (Homo sapiens), O75884; 0.2% of 220,000 active; AID 1515, 2009; recombinant RBBP9;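 active = inhibition above the campaign mean of all tested compounds plus 3 SD, cut at about 14% in these data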;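 note: plate controls were DMSO wells with RBBP9 for no effect and wells lacking RBBP9 protein for full effect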
# Target sequence (O75884 whole entry, looked up): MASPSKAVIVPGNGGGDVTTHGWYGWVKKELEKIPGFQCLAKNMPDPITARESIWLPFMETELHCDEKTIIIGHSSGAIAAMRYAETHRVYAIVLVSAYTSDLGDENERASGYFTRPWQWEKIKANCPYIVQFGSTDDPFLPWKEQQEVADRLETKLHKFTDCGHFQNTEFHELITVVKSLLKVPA
#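 Test system – recombinant human RBBP9 · Input – RBBP9 2.5 µM in dispensing solution, pre-mixing · Medium – Tris buffer pH 8.0, NaCl, Pluronic · Schedule – preincubation 30 min plus labeling 45 min at 25 °C · Measured by – fluorescence polarization · Measure – % inhibition · Controls – DMSO and no-protein wells · Replicates – one well per compound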
# BaF3 parental: parental Ba/F3 cell viability inhibition, counter-screen for JAK2V617F inhibitor project, murine pro-B, CellTiter-Glo luminescence; 1.1% of 220,000 active; AID 1486, 2009; CellTiter-Glo ATP luminescence; inhibition, % at 5.6 µM;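 active = inhibition above a per-campaign cutoff, the mean inhibition of all tested compounds plus 3 SD, cut at about 27% in these data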;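 note: 0% = DMSO wells and 100% = JAK Inhibitor I control wells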
# TRPML3 ag: human TRPML3 channel agonists, primary screen, cell-based, HEK293 TRPML3-YFP, Fluo-8 calcium fluorescence, 3 µM. 100% = the carbachol control signal. activation, % at 3 µM. 0.29% of 220,000 active;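 active = activation above its plate's cutoff, the mean activation of the plate's test wells plus 3 SD, cut at about 12% in these data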;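 note: 0% = DMSO only wells and 100% = carbachol wells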
#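 system = HEK293 cells stably carrying human TRPML3-YFP | doses = one concentration, 3 µM nominal, 0.3% DMSO | timing = dye loading 1 h 37 °C then 30 min ambient, 125 s read | detection = Fluo-8 calcium dye fluorescence, ex 470-495, em 515-575 nm | benchmarks = high control carbachol 87 µM, low control DMSO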
# PPC-1+TRAIL kill: compounds killing PPC-1 cancer cells with TRAIL present, primary screen, TRAIL potentiator project, ATPLite luminescence, uHTS; PPC-1 cells + TRAIL, ATPLite viability luminescence; 0.41% of 220,000 active; cell killing (% activity), % at 4 µM;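 active = cell killing above 50% in the first pass at 4 µM, then a duplicate retest at 5 µM averaging 50% or more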;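 note: plate controls were cells with TRAIL plus DMSO for no effect and medium-only wells lacking cells for full effect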
# zfTRPN1 agonist: zebrafish TRPN1 channel agonists, primary screen, cell-based, HEK293, calcium fluorescence | HEK293 zebrafish TRPN1-YFP, Fluo-8 calcium fluorescence; 100% = response to 87 µM carbachol | AID 1424, 2008 | 0.18% of 220,000 active | activation, % at 3 µM | transient receptor potential cation channel N1 (TRPN1/NompC), Danio rerio;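 active = activation above its plate's cutoff, the mean activation of test wells on that plate plus 3 SD, cut at about 19% in these data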;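 note: 0% = DMSO alone and 100% = 87 µM carbachol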
#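 Material – zebrafish TRPN1-YFP in HEK293 cells · Doses – 3 µM single point · Schedule – dye 1 h 37 °C plus 30 min RT · Signal – Fluo-8 calcium fluorescence, excitation 470-495 nm, emission 515-575 nm · Read-out – % activation versus carbachol response · Control set – carbachol high, DMSO low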
# * marks the source's active call; other numbers are inactive results; x = not tested or not shown; [ ] = dose if it differs, or a comment.
SMILES,Ba/F3 V617F tox,TNF necrop inh,Wee1 stabilizer,CHOP inhibitor,RBBP9 inh,BaF3 parental,TRPML3 ag,PPC-1+TRAIL kill,zfTRPN1 agonist
c1cnn(Cc2cnc(N3CCOCC3)s2)c1,-1,0.1,5,-7,5,4,0.1,23,-0.9
S=C(Nc1ccc2c(c1)OCO2)N1CCN(Cc2ccco2)CC1,-5,0.5,-3,-8,-1,3,1.3,53*[5 µM],-0.9
Cc1cc(C)c(S(C)(=O)=O)c(Oc2ccc(C(C)(C)C)cc2)n1,3,-0.5,-2,68,-5,2,-0.4,12,-0.5
Cc1ccc(N=Nc2c(O)[nH]c3ccc(F)cc23)cc1,6,3.2,2,-7,3,-5,-0.5,-6,-0.2
COC(=O)C(C(=O)OC)C(C)C(C(=O)OC)C(=O)OC,61*,1.4,0,4,6,12,0.6,-2,-0.4
CCOCC(=O)Nc1nc2ccc(S(C)(=O)=O)cc2s1,5,5.3,-2,-11,4,8,-0.4,5,-0.1
COc1ccc2cc(C(=O)N3CCOCC3)sc(=O)c2c1OC,2,0.4,0,3,-7,2,0.5,13,1.0
Cc1cccc(N2CC(C(=O)Nc3nnc(SCC(=O)Nc4nccs4)s3)CC2=O)c1 (stereo not given),1,1.1,0,50,-5,5,0.6,23,-1.0
CC(C)NC(=O)c1ccc(-c2ccc(Cl)c(C(F)(F)F)c2)o1,-4,1.6,-3,31,-12,2,0.0,-10,-0.7
Nc1ccc(-c2nc3c(Cl)c(N)ccc3[nH]2)cc1,2,-7.6,-2,x,7,12,0.5,25,2.0
COc1cc(S(=O)(=O)NC2CCCC2)ccc1F,-1,0.5,5,-7,-10,6,0.5,24,-1.2
COc1ccc(CN2CCN(Cc3ccc(C)cc3)C(CCO)C2)cc1OC (stereo not given),0,0.2,-3,-8,-1,9,0.9,5,1.8
CC(C)Cn1c(N2CCN(C(=O)/C=C/c3ccccc3)CC2)nc2ccccc21,2,0.1,2,3,-9,10,-1.5,14,-3.8
N#CCc1nn(-c2ccc(F)cc2)c(N)c1C#N,-2,0.6,-1,28,0,0,1.2,30,0.4
COC(=O)c1c(NC(=O)C2CCCO2)sc2c1CCC2 (stereo not given),1,-2.0,1,8,-5,5,-0.6,9,-1.6
O=C(Nc1ccc(N2CCOCC2)cc1)C1CCN(S(=O)(=O)c2ccc3c(c2)OCCO3)CC1,-1,0.4,4,45,-3,6,0.8,-2,1.9
C[n+]1cn(CC(O)COCc2ccccc2)c2ccccc21 (stereo not given),1,-1.5,5,10,-8,16,0.4,7,0.8
COC(=O)c1onc(-c2c(OC)cc(OC)cc2OC)c1C(=O)OC,4,1.3,-3,-30,-8,9,0.6,3,0.5
COc1ccc(N2CCN(C(=O)CCc3ccc(S(=O)(=O)NC(C)C)cc3)CC2)cc1,0,0.1,-1,28,-4,4,-0.5,-9,-0.2
Cc1ccc2[nH]c(=O)c(CNC(C)(C)C)cc2c1,-4,1.2,-3,22,3,1,0.4,6,0.3
COc1ccc(C(=O)CSc2nnc(CNc3ccc(C)cc3C)n2Cc2ccco2)cc1,-2,-2.0,0,43,-12,5,-1.7,0,-2.0
CCCCC(=O)Nc1ccc(C(=O)Nc2ccc(S(=O)(=O)Nc3ccc(C)cc3)cc2)cc1,-2,2.5,0,44,-3,0,0.3,23,-1.4
CC1C(=O)C(C)C(c2ccc3c(c2)OCO3)NC1c1ccc2c(c1)OCO2 (stereo not given),-1,0.7,0,-2,-3,4,-0.5,6,-0.6
Fc1cccc2sc(Nc3nc4c(F)cccc4s3)nc12,-4,0.9,2,88*,-4,5,1.2,11,0.4
COc1ccc(N=C2CCCN2CC(N)=O)cc1,-3,-2.4,1,-12,1,-3,1.2,-1,-0.6

# Full records as entered above. Values in the order: Ba/F3 V617F tox | TNF necrop inh | Wee1 stabilizer | CHOP inhibitor | RBBP9 inh | BaF3 parental | TRPML3 ag | PPC-1+TRAIL kill | zfTRPN1 agonist
# `Cc1ccc2[nH]c(=O)c(CNC(C)(C)C)cc2c1` as listed: -4 | 1.2 | -3 | 22 | 3 | 1 | 0.4 | 6 | 0.3
# `Cc1cccc(N2CC(C(=O)Nc3nnc(SCC(=O)Nc4nccs4)s3)CC2=O)c1` (stereo not given) as listed: 1 | 1.1 | 0 | 50 | -5 | 5 | 0.6 | 23 | -1.0

# The listing continues.
SMILES,Ba/F3 V617F tox,TNF necrop inh,Wee1 stabilizer,CHOP inhibitor,RBBP9 inh,BaF3 parental,TRPML3 ag,PPC-1+TRAIL kill,zfTRPN1 agonist
Cc1nn(CC(=O)NCCc2ccc(Cl)cc2Cl)c(C)c1[N+](=O)[O-],13,2.5,3,31,-7,0,0.2,4,0.0
O=C(O)COc1c(Cl)cc(/C=C2/NC(=O)NC2=O)cc1Br,-1,-0.5,-4,10,-3,4,0.4,-14,0.1
Cc1nn(C)c(C(=O)NNC(=S)Nc2ccc(Cl)cc2)c1[N+](=O)[O-],-4,-1.9,-1,-39,2,-1,0.3,7,0.3
O=C(N/N=C/c1c(Cl)cccc1Cl)c1ccc(F)cc1,0,-2.2,2,32,-2,0,-0.1,-7,-0.9
S=c1[nH]nc(COc2cccc3ccccc23)n1Cc1ccccc1,2,-3.3,-2,20,-6,-2,0.1,9,-0.8
C(=C\c1nc(-c2cccnc2)no1)/c1ccccc1,-1,0.8,4,9,-2,5,1.0,x,0.1
CCOC(=O)/C=C1\SCC(=O)N1CC(=O)NC1CCCCC1,2,-2.8,7,-10,2,8,0.1,7,0.3
C=CCN(CC(=O)O)S(=O)(=O)c1ccccc1C(F)(F)F,0,-0.3,-1,9,3,6,0.7,-15,0.6
N#C/C(=N\Nc1ccccc1F)C(=N)N1CCCCC1,-2,-0.9,0,-12,-5,0,1.7,6,1.9
C/C=C/c1ccc(OCCSc2nc(C)cc(=O)[nH]2)c(OC)c1,-3,-0.6,2,34,0,4,0.0,5,-0.2
O=C1N(CC(=O)N2CCc3ccccc32)CCN1Cc1ccccc1Cl,1,-2.2,-2,27,-3,6,0.1,-2,-0.3
CCOC(=O)N1CCN(C(=O)CN(c2ccc(OC)c(OC)c2)S(C)(=O)=O)CC1,0,-2.6,2,16,-1,8,0.9,11,-0.2
CN(Cc1ccccc1)S(=O)(=O)c1ccc(Cl)c(C(=O)O)c1,-3,0.8,0,7,2,1,0.0,3,-1.0
O=C(CCCSc1nc2ccccc2[nH]1)NCc1ccco1,0,-0.7,-1,4,-5,3,-0.7,-4,-1.0
O=C(COC(=O)Cn1cnc2ccccc21)Nc1ccc2c(c1)OCCO2,1,-3.4,2,-8,1,3,0.9,0,1.0
c1ccc2c(NCCCN3CCOCC3)c3ccccc3nc2c1,-5,-3.6,0,-18,4,3,2.2,44,2.9
O=C(NCc1cccs1)C1CC1,-1,4.9,0,4,-1,9,0.8,9,0.7
COc1ccc(NC(=O)CSc2ccc3ccccc3c2)cc1S(=O)(=O)N1CCCCC1,-1,1.1,1,40,-19,1,0.3,5,-1.5
CCCc1c(C)c(C#N)c2nc3ccccc3n2c1NCCCN1CCOCC1,-4,0.4,6,-22,-3,1,0.4,17,0.7
CCOC(=O)C1CCCN(CC(=O)Nc2c(C(=O)OC)[nH]c3ccc(C)cc23)C1 (stereo not given),-2,-6.0,2,30,-4,2,0.1,-7,-0.8
O=C(O)c1ccc2c(c1)CCC2,-1,0.2,3,1,-3,2,0.2,9,0.0
COC(=O)c1cccc(NC(=O)CCCOc2cccc(C)c2)c1,1,0.8,-4,27,-4,3,-0.2,-13,-1.2
O=C(/C=C/c1cccc(Cl)c1)NCCc1ccccc1,2,0.8,2,-1,3,11,-0.6,12,-1.1
CCOC(=O)c1ccc(NC(=O)N2CCN(Cc3ccccc3)CC2)cc1,-5,1.1,-1,-8,-1,0,0.7,3,0.6
O=C(OCn1nnc2ccccc2c1=O)C1=COCCO1,-3,0.5,1,-20,-1,3,0.4,4,-1.1
# (listing goes on)
SMILES,Ba/F3 V617F tox,TNF necrop inh,Wee1 stabilizer,CHOP inhibitor,RBBP9 inh,BaF3 parental,TRPML3 ag,PPC-1+TRAIL kill,zfTRPN1 agonist
COCCN1C(=O)N[C@@H](c2ccccc2)C(C(=O)OC)=C1C,-4,1.8,-1,-1,-9,1,0.5,9,-1.3
CCOc1ccc(N(CC(=O)Nc2cccc(OC)c2)S(=O)(=O)c2c(C)noc2C)cc1,-2,0.6,-1,61,-8,3,-0.8,0,-1.1
NC(=O)Cc1ccc2sc(-c3ccccc3)nc2c1,6,-0.5,14*,-13,-12,11,0.7,28,4.2
Cc1ccccc1C(=O)Nn1cnc2ccccc2c1=O,-1,1.6,2,-8,-7,2,0.7,31,2.0
O=C(Nc1cc(C(F)(F)F)ccc1N1CCOCC1)c1ccc(Cl)nc1,4,-0.4,8,54,2,5,0.8,12,-0.1
CC(C)NS(=O)(=O)c1ccc(OCC(=O)N2CCc3ccccc3C2)cc1,-1,-0.2,13*,74*,-7,6,-0.1,0,0.8
Cc1ccc(/C=N/NC(=O)CNC(=O)COc2ccc(Cl)cc2)o1,-2,0.4,1,-4,-4,2,-0.2,4,-0.7
COc1cccc(CNCc2cccc(Br)c2)c1OC,-3,2.2,4,21,1,3,-0.2,9,-1.2
CS(=O)(=O)N(Cc1ccccc1)c1ccc(C(=O)N2CCN(c3cccc(Cl)c3)CC2)cc1,-2,-3.5,-2,14,-5,5,0.3,1,-1.1
CC(C)CC(NC(N)=O)C(=O)OCC(=O)Nc1ccc(OC(F)F)cc1 (stereo not given),2,0.2,4,23,-7,5,0.1,20,1.5
CCc1nnc(NC(=O)C2=CCN(S(=O)(=O)c3ccc(F)cc3)CC2)s1,-5,1.6,-1,-4,6,-2,0.7,13,1.6
Cc1ccc(C(O)(c2ccccc2)c2ccccc2C(C)N(C)C)c(C)c1 (stereo not given),-5,-1.9,2,96*,0,8,-0.2,-2,0.0
Cc1[nH][nH]c(=O)c1C=NCc1cccc(C(F)(F)F)c1,-2,-0.6,0,13,9,3,0.8,-9,0.7

# Screening results: PubChem BioAssay, several laboratories
